All columns: NCI-60 one-dose screen, growth in % after 48 h at 10 µM unless noted; 100 = growth as untreated, 0 = no growth, -100 = all killed.
RXF 393 – RXF 393 renal cancer cells | actives 6.9% (n = 77,000)
786-0 – 786-0 renal cancer cells; actives 5.1% (n = 81,000); AID 1794775
IGROV1 – IGROV1 ovarian cancer | AID 1794786 | actives 4.7% (n = 79,000)
TK-10 – TK-10 renal cancer cells | actives 3.9% (n = 81,000) | AID 1794769
SK-OV-3 – SK-OV-3 ovarian cancer cells; actives 3.2% (n = 80,000); AID 1794785
ACHN – ACHN renal cancer | AID 1794771 | actives 4.9% (n = 81,000)
UO-31 – UO-31 renal cancer; AID 1794768; actives 5.2% (n = 81,000)
SN12C – SN12C renal cancer cells; actives 3.8% (n = 81,000)
* = called active by the depositor; x = no result given; & = joins results of further samples. How the source made its calls: active means growth percent below 10; inactive means the rest.

SMILES	RXF 393	786-0	IGROV1	TK-10	SK-OV-3	ACHN	UO-31	SN12C
CCC1(C)COC(c2ccc(OC)cc2)OC1 (centres undefined)	117	99	109	89	99	100	92	107
CC(C)(C)NCC(O)COc1cccc2c1CCCC2=O (centres undefined)	109	96	106	108	103	97	84	106
Fc1ccc(-c2cc(-c3cccs3)cc(-c3ccccc3)n2)cc1	110	100	122	124	115	107	99	109
COc1ccccc1C1OCC(C)([N+](=O)[O-])CO1 (centres undefined)	130	110	115	111	117	105	86	109
O=C(CI)OCC(COC(=O)CI)OC(=O)CI	25	46	-57*	79	119	11	-90*	77
Cn1c(/C=C(\C#N)c2cccc(C(F)(F)F)c2)nc2c(N3CCOCC3)nc(Cl)nc21	-92*	-74*	-28*	-67*	x	-100*	-100*	-0.1*
O=C(Nc1ccc2c(ccn2C(=O)c2cccc(F)c2)c1)c1cnccn1	68	86	95	65	113	98	72	88
BrCCCOc1ccc(Nc2ncnc3c2cnn3-c2ccccc2)cc1	105	106	81	128	90	96	76	94
CC(=O)OC(OC(C)=O)c1ccc([N+](=O)[O-])o1	107	100	94	x	118	93	84	94
CC(=O)O[C@H]1CC[C@]2(C)C3=C(CC[C@H]2C1(C)C)[C@]1(C)CC[C@H](C(CC[C@H](C)C(C)C)=C(c2ccccc2)c2ccccc2)[C@@]1(C)CC3	106	101	101	110	97	100	102	97
COc1ccc(Nc2nc(-c3cc(O)c(C)c(C)c3O)cs2)cc1	79	102	66	114	71	82	75	88
COc1ccc(-n2c(SCC(=O)Nc3ccc(-c4nc5ccc([N+](=O)[O-])cc5[nH]4)cc3)nc3ccccc3c2=O)cc1	72	88	70	150	96	84	66	91
CCN(CC)C(=O)Nc1ccc([N+](=O)[O-])cc1	109	97	113	101	97	112	90	105
O=S(=O)(Oc1ccc(-c2ccccc2)cc1)c1ccccc1	97&112	96&93	105&104	105&103	126&115	111&110	85&102	105&97
CCN(CC)/N=N/c1nc[nH]c1C(N)=O	108	75	82	42	55	86	49	81
CNC(=O)OC[C@H]1N=C(C)c2ccccc2N(CC(=O)N[C@@H](CB(O)O)C(C)C)C1=O	95	108	115	121	103	99	83	96
CC(=O)NCC1(O)CCCC(C)C1 (centres undefined)	106	112	161	101	109	110	99	99
C=CCOc1ccc(/C=C/C(=O)c2c(O)c(OC)c(OC)c(OC)c2OC)cc1	103	111	116	116	103	104	90	102
CCCCCC(N)=O	115	104	x	111	106	100	93	100
O=S(=O)(O)c1ccc(N=Nc2ccccc2)cc1	97	106	105	95	98	92	70	96
O=C(c1cc2cc(OCCCN3CCC3)ccc2[nH]1)N1C[C@@H](CCl)c2c1cc(OCc1ccccc1)c1ccccc21	-81*	-86*	-54*	-3.9*	-9.1*	-97*	-85*	-40*
COc1cc2nc(N3CCC[C@H](NC4=CC(=O)c5ccccc5C4=O)C3)nc(N)c2cc1OC	-77*	-93*	-82*	-73*	116	-100*	-76*	65
COc1ccc(-c2nn(-c3ccccc3)cc2/C=C/C(=O)c2ccc(NC(=O)CCCCCCC(=O)NNc3ccccc3)cc2)cc1	104	103	82	108	85	100	75	95
CSc1nnc(C2=CC(=O)c3ccccc3C2=O)n1-c1ccc(Cl)cc1	x	94	91	122	86	95	66	97
CCO/C=N/C1=C(C#N)C(c2ccc(Br)cc2)c2sc3c(F)cccc3c2O1 (centres undefined)	102	102	97	114	115	101	82	94
The list goes on.
SMILES	RXF 393	786-0	IGROV1	TK-10	SK-OV-3	ACHN	UO-31	SN12C
CN(C)c1ccc(/C=C/C(=O)c2ccccc2)cc1Br	102	81	86	98	105	92	72	96
Cc1cccc(-n2c(CC#N)n[nH]c2=S)c1	89	108	97	98	97	111	78	100
CC1=C(C(=O)OC(C)C)C(c2ccc(O)cc2)NC(=O)N1 (centres undefined)	104	99	109	90	106	106	92	106
CC(NC(=O)OCc1ccccc1)C(=O)Oc1cc(Cl)c(Cl)cc1Cl (centres undefined)	102	98	97	102	97	114	83	109
Nc1c(C(=O)c2ccc(Cl)s2)sc2nc3c(cc12)CCCC3	113	106	104	151	91	112	81	94
CC(C)CN[C@H]1CS(=O)(=O)C[C@@H]1S(=O)(=O)c1ccc(Cl)cc1	75	96	85	135	117	74	78	84
Cc1cc(NC(=O)Nc2cccc(Cl)c2Cl)ccc1-n1ccc2c(NC(=O)c3ccccc3)nccc21	115	109	112	x	99	105	97	107
Cn1c2c(Cl)c(Cl)ccc2c2cc(N)[nH]c(=O)c21	x	70	55	120	92	83	54	92
COc1ccc(OC)c2c1nnc1c3cccnc3c(C#N)n12	102	99	89	88	110	94	93	102
C[C@@H]1CC[C@@H]2[C@@H]1[C@H](OC(=O)/C=C/c1ccccc1)[C@]1(CCCOCCOCCOCCOC(=O)CCCC[C@@H]3SC[C@@H]4NC(=O)N[C@@H]43)C[C@@H](OC(=O)CO)[C@@]2(C)O1	108	98	107	99	102	102	83	106
C=C(C)[C@@H]1CC=C2c3sc(Nc4cccc(C(F)(F)F)c4)nc3C[C@@H](C)[C@]2(C)C1	106	104	93	141	92	100	74	94
OC(c1ccccc1)c1ccccn1 (centres undefined)	104	97	106	99	92	108	93	100
CC(C)CCSc1nc(-c2ccc(F)cc2)c(C#N)c(N2CCCCC2)n1	94	99	106	97	105	92	80	107
Nn1c(CCl)nc2c(cnn2-c2ccccc2)c1=O	113	110	86	123	96	97	69	98
CCCCSCN1CCN(c2ccc(C)cc2)CC1	105	96	116	97	102	103	76	88
N#C/C(=C\c1c(-c2ccccc2)[nH]c2ccccc12)C(N)=O	122	99	77	124	93	89	93	94
COc1cc(C(=O)C[n+]2cccc3c4ccccc4ccc32)cc(OC)c1OC	104	96	98	101	103	101	90	91
COc1cccc(C2S/C(=C\C3C=Nc4ccccc43)C(=O)N2n2cnnc2)c1 (centres undefined)	102	101	78	121	86	84	67	95
Cc1nn(-c2ccccc2)c(N)c1N=C1NC(=O)/C(=C/c2ccc(C(F)(F)F)cc2)S1	85	74	87	82	83	86	62	82
COc1cc(-c2nc3cc4nc5ccccc5[nH]c4cc3n2)ccc1OCc1ccccc1	106	104	93	128	81	88	69	99
C/C(=N\O)c1ccc(OCC(=O)Nc2nc(-c3ccc(C)cc3)cs2)cc1	131	106	105	100	101	106	85	96
O=C(Nc1cccc(Cl)c1)Nc1nc2cc([N+](=O)[O-])ccc2o1	67	44	45	95	74	48	59	35
COc1ccc(OC)c(-c2cc(-c3ccc(Cl)cc3)c3c(N)c(C(=O)c4ccc(Cl)cc4)sc3n2)c1	115	97	92	102	90	97	75	101
Cc1csc(/N=C(N)/N=C(\N)c2cccc(F)c2)n1	111	102	102	155	103	100	87	110
CCOC(=O)N(N=O)C(C)c1ccccc1 (centres undefined)	104	92	107	103	105	102	92	101

In another format: results already given.
| Structure | RXF 393 | 786-0 | IGROV1 | TK-10 | SK-OV-3 | ACHN | UO-31 | SN12C |
| --- | --- | --- | --- | --- | --- | --- | --- | --- |
| CN(C)c1ccc(/C=C/C(=O)c2ccccc2)cc1Br | 102 | 81 | 86 | 98 | 105 | 92 | 72 | 96 |
| Cc1cccc(-n2c(CC#N)n[nH]c2=S)c1 | 89 | 108 | 97 | 98 | 97 | 111 | 78 | 100 |
| CC1=C(C(=O)OC(C)C)C(c2ccc(O)cc2)NC(=O)N1 (centres undefined) | 104 | 99 | 109 | 90 | 106 | 106 | 92 | 106 |
| CC(NC(=O)OCc1ccccc1)C(=O)Oc1cc(Cl)c(Cl)cc1Cl (centres undefined) | 102 | 98 | 97 | 102 | 97 | 114 | 83 | 109 |
| Nc1c(C(=O)c2ccc(Cl)s2)sc2nc3c(cc12)CCCC3 | 113 | 106 | 104 | 151 | 91 | 112 | 81 | 94 |
| CC(C)CN[C@H]1CS(=O)(=O)C[C@@H]1S(=O)(=O)c1ccc(Cl)cc1 | 75 | 96 | 85 | 135 | 117 | 74 | 78 | 84 |
| Cc1cc(NC(=O)Nc2cccc(Cl)c2Cl)ccc1-n1ccc2c(NC(=O)c3ccccc3)nccc21 | 115 | 109 | 112 | x | 99 | 105 | 97 | 107 |
| Cn1c2c(Cl)c(Cl)ccc2c2cc(N)[nH]c(=O)c21 | x | 70 | 55 | 120 | 92 | 83 | 54 | 92 |
| COc1ccc(OC)c2c1nnc1c3cccnc3c(C#N)n12 | 102 | 99 | 89 | 88 | 110 | 94 | 93 | 102 |
| C[C@@H]1CC[C@@H]2[C@@H]1[C@H](OC(=O)/C=C/c1ccccc1)[C@]1(CCCOCCOCCOCCOC(=O)CCCC[C@@H]3SC[C@@H]4NC(=O)N[C@@H]43)C[C@@H](OC(=O)CO)[C@@]2(C)O1 | 108 | 98 | 107 | 99 | 102 | 102 | 83 | 106 |
| C=C(C)[C@@H]1CC=C2c3sc(Nc4cccc(C(F)(F)F)c4)nc3C[C@@H](C)[C@]2(C)C1 | 106 | 104 | 93 | 141 | 92 | 100 | 74 | 94 |
| OC(c1ccccc1)c1ccccn1 (centres undefined) | 104 | 97 | 106 | 99 | 92 | 108 | 93 | 100 |
| CC(C)CCSc1nc(-c2ccc(F)cc2)c(C#N)c(N2CCCCC2)n1 | 94 | 99 | 106 | 97 | 105 | 92 | 80 | 107 |
| Nn1c(CCl)nc2c(cnn2-c2ccccc2)c1=O | 113 | 110 | 86 | 123 | 96 | 97 | 69 | 98 |
| CCCCSCN1CCN(c2ccc(C)cc2)CC1 | 105 | 96 | 116 | 97 | 102 | 103 | 76 | 88 |
| N#C/C(=C\c1c(-c2ccccc2)[nH]c2ccccc12)C(N)=O | 122 | 99 | 77 | 124 | 93 | 89 | 93 | 94 |
| COc1cc(C(=O)C[n+]2cccc3c4ccccc4ccc32)cc(OC)c1OC | 104 | 96 | 98 | 101 | 103 | 101 | 90 | 91 |
| COc1cccc(C2S/C(=C\C3C=Nc4ccccc43)C(=O)N2n2cnnc2)c1 (centres undefined) | 102 | 101 | 78 | 121 | 86 | 84 | 67 | 95 |
| Cc1nn(-c2ccccc2)c(N)c1N=C1NC(=O)/C(=C/c2ccc(C(F)(F)F)cc2)S1 | 85 | 74 | 87 | 82 | 83 | 86 | 62 | 82 |
| COc1cc(-c2nc3cc4nc5ccccc5[nH]c4cc3n2)ccc1OCc1ccccc1 | 106 | 104 | 93 | 128 | 81 | 88 | 69 | 99 |
| C/C(=N\O)c1ccc(OCC(=O)Nc2nc(-c3ccc(C)cc3)cs2)cc1 | 131 | 106 | 105 | 100 | 101 | 106 | 85 | 96 |

Next section:
SMILES	RXF 393	786-0	IGROV1	TK-10	SK-OV-3	ACHN	UO-31	SN12C
CNC(=O)OCC1CC=CCC1 (centres undefined)	110	100	123	129	114	99	112	x
Cc1cc2cc(C3C(C#N)=C(N)Oc4n[nH]c(C)c43)c(Cl)nc2cc1C (centres undefined)	111	94	90	97	98	98	88	104
COc1ccc(C2=CC(c3cc(OC)c(OC)c(OC)c3)n3ncnc3N2)cc1 (centres undefined)	71	18	22	62	-7.1*	32	41	38
O=[N+]([O-])c1cccc(-c2nc3sccn3c2-c2ccnc(NCCCNS(=O)(=O)c3ccc(F)cc3)n2)c1	53	44	5.0*	45	37	5.4*	-27*	11
CCOC(=O)c1ccc(N(C=O)CCC(=O)O)cc1	121	105	114	100	111	106	97	110
COc1ccc(-c2nc(SCC(C)C)nc(N/N=C\c3ccc(O)cc3)c2C#N)cc1	96	87	105	114	107	90	70	90
Cc1c/c(=N\NC(=O)Nc2ccc(C(F)(F)F)cc2)oc2cc(O)ccc12	114	100	96	115	88	93	76	90
CC(=O)OCC(=O)[C@@]1(O)CC[C@H]2[C@@H]3CCC4=CC(=O)CC[C@]4(C)[C@@]3(Cl)[C@@H](O)C[C@@]21C	124	116	114	106	80	91	76	86
COc1ccc(NC(=O)c2cc(-c3nc4ccccc4s3)c(=O)n(NS(=O)(=O)c3ccc(Cl)cc3)c2N)cc1	101	101	75	163	92	92	71	99
COc1ccc(-c2nc(SCc3cc(=O)oc4ccc(C)cc34)[nH]c(=O)c2C(=O)NC(C)(C)C)cc1	110	93	97	100	87	100	83	99
C=CCn1c(C)nc2ccc(Nc3nc(Cl)nc4ccccc34)cc21	102	90	112	119	111	97	90	98
COc1cc(/C=N/C2=NNC(C)(c3ccccc3O)N2C(Cc2c[nH]c3ccccc23)C(=O)O)ccc1O (centres undefined)	93	100	61	133	64	83	69	92
c1ccc(-c2nnc(-c3c[nH]c4ncccc34)o2)cc1	56	89	58	106	x	74	62	93
CCN1C(=O)N(CC)C2C1NN=c1s/c(=C\c3cccnc3)c(=O)n12 (centres undefined)	0.5*	42	31	81	43	43	47	45
CCCCC(CC)(CC(=N)C(C)(C)C)c1ccccc1 (centres undefined)	82	96	34	102	128	94	77	86
O=C1C(=O)c2c(ccc3ccccc23)-c2ccccc21	22	-6.7*	-21*	15	92	2.0*	-32*	-39*
Nc1onc(-c2ccccc2)c1[N+](=O)[O-]	117	114	106	138	131	97	91	96
Cc1nc(N)cc(=O)[nH]1	123	104	107	94	102	107	90	102
COc1cc(/C=C/C(=O)Nc2ccc(C=C3c4ccccc4C(=O)c4ccccc43)cc2)cc(OC)c1OC	66	84	91	106	92	90	79	74
COC1=C(OC)C2C3(O)CCCc4cccc(c43)N3C(=O)CCC23C=C1 (centres undefined)	109	102	103	103	100	104	85	95
CCN1C(=O)N(CC)C2SC(N/N=C/c3cccs3)=NC21 (centres undefined)	72	18	24	84	32	33	53	30
COc1ccc(C2N(NC(=O)Nc3ccc(F)cc3)C(=O)c3ccccc3N2C)cc1 (centres undefined)	137	93	110	99	98	98	57	106
O=C(NCc1ccc(Cn2c(=O)sn(-c3ccccc3)c2=O)cc1)OCc1ccc2c(Br)cc(Br)c(O)c2n1	-91*	-79*	-80*	-90*	55	-100*	-100*	-61*
C#CCNC(=O)c1cc(C(=O)c2ccc(C)cc2)n2ccc(-c3ccncc3)cc12	89	89	105	116	82	100	86	94
O=C(N/N=C/c1ccccc1O)Nc1nn[nH]n1	x	108	111	x	113	93	90	100
O=C(Cn1ccc(Nc2ccccc2)cc1=O)Nc1ccccc1	99	105	103	103	90	106	76	x

Taken from above:
Under SN12C, O=C1C(=O)c2c(ccc3ccccc23)-c2ccccc21 reads -39*
Under SN12C, COc1ccc(-c2nc(SCc3cc(=O)oc4ccc(C)cc34)[nH]c(=O)c2C(=O)NC(C)(C)C)cc1 reads 99
